High-throughput results deposited in PubChem BioAssay by several laboratories.
MT1-MMP act inh: MT1-MMP (human) activation inhibition. AID 651647. P50281. actives 0.061% (n = 360,000). GFP/RFP ratio change, % at 20 µM. HT1080 RFP-PRO-GFP cells, GFP/RFP ratio fluorescence, overnight; percent of plate control window, DMSO zero;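 active = GFP/RFP ratio change of at least 30% with cell ATP level not reduced by more than half and red fluorescence within 50% of control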; note: strong numbers were not always called active
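Assay system: HT1080 RFP-PRO-GFP cells | Dosing: 20 µM single dose, 1% DMSO | Incubation: Cells overnight before dosing, compound overnight, 37 °C, 5% CO2 | Evaluation: GFP/RFP fluorescence ratio | Control set: DMSO-only wells and HT1080 RFP-L50D-GFP cell wells as references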
Rin1-Abl PPI inh: inhibitors of human Rin1-Abl protein interaction. TR-FRET Rin1/Abl binding, biochemical. inhibition, % at 7.35 µM. actives 0.4% (n = 360,000); in the data active = inhibition above about 5%, passing the limit was not always enough
Target sequence (P00519 whole entry, looked up): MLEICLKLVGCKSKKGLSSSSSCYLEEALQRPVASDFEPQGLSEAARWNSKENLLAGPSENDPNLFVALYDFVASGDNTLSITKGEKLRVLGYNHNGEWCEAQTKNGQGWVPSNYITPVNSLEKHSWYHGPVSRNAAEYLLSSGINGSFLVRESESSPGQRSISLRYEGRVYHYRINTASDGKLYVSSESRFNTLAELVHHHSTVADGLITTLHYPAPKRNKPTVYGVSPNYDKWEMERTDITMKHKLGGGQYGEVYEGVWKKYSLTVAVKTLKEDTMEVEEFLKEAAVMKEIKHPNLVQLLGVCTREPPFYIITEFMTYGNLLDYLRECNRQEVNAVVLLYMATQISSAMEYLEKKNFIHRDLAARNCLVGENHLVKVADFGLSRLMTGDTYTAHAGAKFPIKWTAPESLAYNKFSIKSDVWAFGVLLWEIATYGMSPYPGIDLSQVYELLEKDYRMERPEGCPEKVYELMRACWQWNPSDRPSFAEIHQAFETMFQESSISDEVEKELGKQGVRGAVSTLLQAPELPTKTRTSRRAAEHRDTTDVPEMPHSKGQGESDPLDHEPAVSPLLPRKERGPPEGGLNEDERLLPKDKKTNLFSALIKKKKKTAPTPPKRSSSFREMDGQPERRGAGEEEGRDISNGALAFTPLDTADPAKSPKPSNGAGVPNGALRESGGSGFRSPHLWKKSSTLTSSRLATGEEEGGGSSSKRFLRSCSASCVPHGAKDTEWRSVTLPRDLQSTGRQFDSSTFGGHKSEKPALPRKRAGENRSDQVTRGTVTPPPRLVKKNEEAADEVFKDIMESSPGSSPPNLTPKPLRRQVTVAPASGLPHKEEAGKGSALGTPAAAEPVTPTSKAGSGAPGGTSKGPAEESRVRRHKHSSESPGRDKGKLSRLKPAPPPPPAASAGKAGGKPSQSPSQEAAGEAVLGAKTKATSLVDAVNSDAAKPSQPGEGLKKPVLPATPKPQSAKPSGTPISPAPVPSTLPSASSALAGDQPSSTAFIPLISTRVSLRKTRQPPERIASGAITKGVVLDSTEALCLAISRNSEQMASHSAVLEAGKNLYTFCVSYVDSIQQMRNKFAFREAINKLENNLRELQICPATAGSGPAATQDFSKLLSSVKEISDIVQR
Target sequence (Q13671 whole entry, looked up): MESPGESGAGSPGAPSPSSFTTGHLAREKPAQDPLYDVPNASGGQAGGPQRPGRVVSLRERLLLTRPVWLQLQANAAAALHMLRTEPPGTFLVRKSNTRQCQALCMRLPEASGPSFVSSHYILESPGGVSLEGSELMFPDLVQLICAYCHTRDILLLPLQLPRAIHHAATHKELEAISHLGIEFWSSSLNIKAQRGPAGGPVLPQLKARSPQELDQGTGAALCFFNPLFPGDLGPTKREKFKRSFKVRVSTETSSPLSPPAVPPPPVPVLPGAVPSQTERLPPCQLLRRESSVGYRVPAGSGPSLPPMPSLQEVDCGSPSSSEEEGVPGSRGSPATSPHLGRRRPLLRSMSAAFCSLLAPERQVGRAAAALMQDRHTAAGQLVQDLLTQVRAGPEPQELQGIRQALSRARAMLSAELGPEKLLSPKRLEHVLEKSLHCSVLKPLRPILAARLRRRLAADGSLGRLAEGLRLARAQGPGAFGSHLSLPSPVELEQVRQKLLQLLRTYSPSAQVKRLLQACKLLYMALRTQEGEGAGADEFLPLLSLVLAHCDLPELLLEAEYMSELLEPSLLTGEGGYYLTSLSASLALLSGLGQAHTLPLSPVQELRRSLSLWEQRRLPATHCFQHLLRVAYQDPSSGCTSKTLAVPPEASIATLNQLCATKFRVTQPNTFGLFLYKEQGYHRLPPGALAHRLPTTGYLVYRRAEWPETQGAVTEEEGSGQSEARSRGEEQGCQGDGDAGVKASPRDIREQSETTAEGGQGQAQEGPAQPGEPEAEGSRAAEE
MsrA inhibitor: inhibitors of bovine MsrA. purified bovine MsrA, absorbance read-out. inhibition, % at 15.5 µM. actives 0.75% (n = 360,000); in the data active = inhibition above about 4.5%;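 note: 0% = vehicle wells with enzyme and 100% = reference inhibitor wells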
bovine MsrA act: bovine methionine sulfoxide reductase A activation | actives 0.3% (n = 360,000) | activation, % at 10.6 µM | purified bovine MsrA, absorbance read-out | AID 602163; in the data active = activation above about 7.5%;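 note: 0% = vehicle and 100% = reference activator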
Rpn11 inh: Rpn11 (human) deubiquitinase inhibition; actives 0.59% (n = 360,000); calls only at 20 µM; O00487; human 26S proteasome, Ub4-pepOG fluorescence polarization; 20S core pre-blocked with epoxomicin;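 active = inhibition at 20 µM, scaled to each plate's controls, above about 33%, limit read from the data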
MLLE-PAM2 inh: inhibitors of microRNA-mediated deadenylation, human PABP1 MLLE binding | P11940 | GST-MLLE / FITC-PAM2 fluorescence polarization | inhibition, % at 20 µM | actives 0.36% (n = 360,000); in the data active = inhibition above about 35%, passing the limit was not always enough;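 note: plate controls were DMSO wells with GST-MLLE for no effect and wells lacking GST-MLLE protein for full effect; some results filed as inactive read as strong as hits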
E coli Lon inh: inhibitors of E. coli Lon protease | P0A9M0 | inhibition, % at 7.94 µM | purified E. coli Lon protease, fluorescence polarization | actives 0.42% (n = 360,000); in the data active = inhibition above about 13%, passing the limit was not always enough;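 note: 0% = enzyme with probe and DMSO and 100% = no enzyme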
CSN deneddyl inh: blocks human CSN-mediated cullin deneddylation; actives 0.38% (n = 360,000); inhibition, % at 12.5 µM; Purified CSN, SCF-Nedd8-OG deneddylation, fluorescence polarization;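 active = pattern-corrected inhibition above about 35%, with an unprinted fluorescence ratio check between 0.5 and 1.5, limit read from the data, passing the limit was not always enough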;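 note: 0% = enzyme with substrate and 100% = substrate without enzyme; some results filed as inactive read as strong as hits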
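Assay system: HEK293T-derived human Csn5 enzyme; quantity: 0.24 nM enzyme; medium: Tris/NaCl/DTT buffer, pH 7.5; also added: substrate SCFSkp2-Nedd8OG, 10 nM; doses: 12.5 µM compound; schedule: 90 min reaction at room temperature; signal: FP; read-out: % inhibition of substrate cleavage by Csn5; benchmarks: substrate-only high control, full reaction low control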
FAS TE block: inhibitors of human fatty acid synthase thioesterase domain. actives 0.67% (n = 360,000). inhibition, % at 15 µM. AID 602261. P49327. recombinant FAS-TE, OMFH fluorogenic substrate, fluorescence endpoint;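 active = compounds whose normalised, plate-corrected inhibition of enzyme fluorescence in the single-dose primary screen is 50% or more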;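 note: 0% = DMSO with enzyme and 100% = substrate without enzyme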
Starred values were filed as active, the others as inactive; i = inactive; x = not tested or not shown; & = joins results of further samples.

Screens in order: MsrA inhibitor	Rin1-Abl PPI inh	Rpn11 inh	MT1-MMP act inh	E coli Lon inh	bovine MsrA act	FAS TE block	MLLE-PAM2 inh	CSN deneddyl inh
CC(=O)N1CCCc2cc(S(=O)(=O)CCC(=O)N3CCN(c4ccccc4)CC3)ccc21
→ -1.2	-2	i	-3	1	2	-2	9	4
CC(C(O)c1ccc(O)cc1)N1CCC(Cc2ccccc2)CC1 (centres undefined)
→ -1.1&2.2&-0.4	2&2&1	i	1&1&3	-3&-6&3	-3&-6&-1	-1&-5&-2	7&10&14	1&0&1
CC1(C)C(=O)Nc2ccccc2N1C(=O)CSc1nnc2ccccn12
→ 1.0	1	i	0	1	-3	-8	2	4
CC1=C(C(=O)N(C)C)CC(CC(=O)NCCCN(C)C)C(=O)N1Cc1ccc(F)cc1 (centres undefined)
→ -1.8	-2	i	0	-6	-3	-2	6	0
O=C(CS(=O)(=O)c1ccccc1)Nc1nccs1
→ -1.4	2	i	0	17	-3	-3	7	-1
COc1ccc(-c2nnc(SCC(=O)N/N=C/c3ccccc3C(=O)O)n2-c2ccc(Cl)cc2)cc1
→ -0.1	0	i	-2	1	0	0	-35	-3
O=C1CCCC(=O)N1c1ccc(O)cc1
→ -0.7	4	i	1	-2	-10	-11	3	4
O=C(NC1CCCCC1)c1cc([N+](=O)[O-])ccc1N1CCCC1
→ -0.3	-6	i	3	-2	-7	46	-7	3
CC(C)C[C@H](N)c1nnc(SCC(=O)Nc2ccc(Br)cc2)o1
→ 1.4	0	i	-3	4	-9	-4	-23	4
CN1C(=O)C(C)(C)c2cc(S(=O)(=O)N3CCC(C(=O)Nc4ccc(Cl)cc4)CC3)ccc21
→ 1.2	5	i	3	-2	1	4	-2	-3
C=CCN(CC=C)S(=O)(=O)c1ccc(NC(=O)COc2ccccc2OC)cc1
→ -1.1	1	i	-11	-7	-3	25	10	1
COCCSc1nnc(NS(=O)(=O)c2ccccc2)s1
→ 0.4	0	i	-3	-4	3	-8	15	-1
O=C(COC(=O)C1CCN(c2ccc(C(F)(F)F)cn2)CC1)Nc1ccc(Cl)cn1
→ -2.0	-1	i	-1	0	-9	21	-1	3
CCOc1ccc(NC(C)=O)cc1[N+](=O)[O-]
→ 0.3	3	i	1	-2	-2	-4	4	-1
Cc1ncc(CO)c2c1Oc1nc(-c3ccccc3F)nc(SCC(=O)N(C)c3ccccc3)c1C2
→ x	0	i	0	-1	-2	4	4	16
N#CCSc1nc(-c2ccccc2)nc2ccc(F)cc12
→ 0.5	-1	i	8	-10	-11	-5	6	3
O=C(CN1c2cccc3cccc(c23)S1(=O)=O)Nc1ccccc1Br
→ 0.5	-1	i	3	-10	-2	23	5	0
Cc1nnc(SCC(=O)NC2CCCCCC2)n1C(C)C
→ 0.0	-1	i	-1	2	3	-7	-4	0
COc1ccc(N2CCN(C(=O)NC(=O)c3ccc(Cl)cc3)CC2)cc1
→ -0.5	5	i	2	-5	-6	-1	-7	4
COc1cccc(/C=N/N2CCN(Cc3ccccc3)CC2)c1O
→ 1.0	0	i	1	0	-4	1	11	0
Cc1nc2sccn2c(=O)c1S(=O)(=O)Nc1ccc(N2CCOCC2)cc1
→ 3.8	-1	i	1	-2	-4	-7	15	-2
CC(C)(C)NC(=O)CN1CCC(O)(c2ccc3c(c2)OCO3)CC1
→ 1.0	2	i	-2	-2	1	-2	-7	0
Cc1ccc(C(=O)COC(=O)COc2ccccc2C)cc1
→ -0.6	1	i	2	-9	-1	14	1	-3
COc1cc(OCc2ccc(C)cc2)ccc1CNC[C@H]1O[C@@H](n2cnc(C(N)=O)n2)[C@H](O)[C@@H]1O
→ 0.9	-9	i	1	-8	-2	-10	-3	-3
CCOC(=O)C1=C(C)NC(SC)=NC1c1ccc(OC)cc1 (centres undefined)
→ 0.3	0	i	-7	4	-3	-1	-140	2
O=C(NNC(=O)c1ccc2c(c1)OCO2)NC1CCCCC1
→ -0.8	1	i	-1	-9	-1	-6	-18	-3
Cc1ccc(C)c(OCCC(=O)N2CCN(S(=O)(=O)c3cc(F)ccc3F)CC2)c1
→ -0.7	7	i	-1	-3	1	25	-64	-4
CCCCNC(=O)C1c2ccccc2OCC(=O)N1CC(F)(F)F (centres undefined)
→ 0.5	x	x	5	-8	-15	-10	x	5
Cc1cc(NC(=O)CSc2nnc(-c3ccc4c(c3)OCCO4)o2)no1
→ -0.1	1	i	1	2	-4	-6	-4	7
COc1ccccc1/C=C/C(=O)OCC(=O)c1c[nH]c2ccccc12
→ 0.3	2	i	1	-1	0	15	0	4
CCOc1ccc(N)cc1OC
→ 0.1	-2	i	6	-7	-1	-6	14	-2
Cc1cc(C)c(NC(=O)CN(C)C(=O)c2ccc(OCc3ccccc3)cc2)c(C)c1
→ 0.9	-3	i	3	-3	-6	7	-1	-2
COc1ccc(Cc2nnc(NC(=O)CSc3ccccc3)s2)cc1
→ 0.8	6	i	1	-10	-6	-7	27	-1
COc1ccc(C)cc1NC(=O)CN1C(=O)c2ccccc2S1(=O)=O
→ 1.3	-2	i	-4	0	-1	1	1	-7
Cc1cc(C)c(C)c(S(=O)(=O)N[C@@H](C)C(=O)OC(C)C(=O)NC(N)=O)c1C (some centres undefined)
→ -1.1	0	i	0	-9	2	-6	1	1
CCc1cc2c(COC(=O)c3cc(S(=O)(=O)N4CCOCC4)ccc3F)cc(=O)oc2cc1O
→ -0.8	-5	i	-7	-11	-4	0	1	-4
O=C(COC(=O)c1cn(-c2ccccc2)nc1-c1cccnc1)NC1CC1
→ 1.4	0	i	-5	-1	-1	-5	-18	-4
O=C(/C=C/c1ccco1)Nc1cc(Cl)ccc1C(=O)O
→ 6.8*	-4	i	-1	-4	-6	-6	0	19
COc1ccccc1N1CCN(CC(=O)Nc2ccc3c(c2)OCCO3)CC1
→ 1.3	0	i	3	-5	-14	2	-6	-3
O=C(NCC1(N2CCOCC2)CCCCC1)c1ccc(S(=O)(=O)Nc2ccccc2F)cc1
→ 0.5	4	i	-4	7	-6	-1	-12	4
CN1OC[C@@H]2CN(C(=O)C(C)(C)C)[C@H](c3cccc(-c4ccccc4)c3)C[C@@H]21
→ -0.5	-4	i	2	10	-2	-4	1	4
COc1ccc(S(=O)(=O)N(C)CC(=O)NCCCN2CCOCC2)cc1C
→ 0.1	4	i	-11	6	-1	-8	7	-4
CSc1nnnn1-c1c(C)cccc1C
→ -1.3	-1	i	0	7	-6	-2	9	-2
C=C(C)CNC(=S)NNC(=O)c1ccc(Br)cc1
→ -1.1	1	i	-1	-7	-3	-13	0	-3
O=C(O)c1ccc(/C=N/n2c(C3CCCCC3)n[nH]c2=S)cc1
→ -0.5	3	i	4	1	-1	-4	-15	-7
CCOC(=O)c1sc(NS(=O)(=O)c2ccccc2)nc1C
→ 0.7	3	i	5	3	-2	-8	4	3
COC(=O)c1ccc2nc(C)cc(Nc3ccc(N(C)C)cc3)c2c1
→ 1.0	-3	i	1	-4	-3	-5	-3	2
COc1cccc(C(=O)c2ccccc2C(=O)O)c1
→ -0.7	2	i	1	0	-4	-3	-6	-4
COc1cccc(CNC(=O)CCC2CCCN(C(=O)CCc3c(C)noc3C)C2)c1 (centres undefined)
→ -0.6	4	i	1	6	-5	1	7	-3
CC1CN(c2cc(=O)n(Cc3ccc(F)cc3)c(=O)[nH]2)CC(C)O1 (centres undefined)
→ 0.8	-1	i	-1	-11	-2	-8	13	-1
Cc1ccccc1NC(=O)Cn1c(=O)oc2ccccc21
→ 1.2	3	i	0	-1	-13	-6	-12	-1
CC(=O)Nc1cccc(OCC(=O)NC(C)C(C)C)c1 (centres undefined)
→ 0.9	-1	i	0	-7	-2	-6	9	-1
CN1C(=O)CN(CCN2CC(=O)N(C)C(=O)C2)CC1=O
→ -0.6	-5	i	-1	0	-2	-6	1	-4
O=C(C1CCCN1S(=O)(=O)c1ccc(Cl)cc1)N1CCN(c2ccccc2)CC1 (centres undefined)
→ 0.3	3	i	1	-8	-8	9	9	-2
CN1CCN(NC(=O)c2ccc(S(=O)(=O)N3CCCCCC3)cc2)CC1
→ 0.0	-1	i	-1	2	-8	0	15	-8
Cc1cc(NC(=O)CSc2nc(-c3cccs3)cc(C(F)(F)F)n2)no1
→ 1.2	5	i	-1	4	-8	-15	2	-1
CN(C)S(=O)(=O)c1ccc(Cl)c(NC(=O)COC(=O)CNS(=O)(=O)c2c(F)cccc2F)c1
→ -0.5	3	i	0	-6	8.8*	-3	20	3
Cc1ccc(S(=O)(=O)NN)c(C)c1N1CCCC1=O
→ -0.9	0	i	-1	7	-4	-12	-3	-1
CCOC(=O)C1(C)/C(=N/Nc2ccc(S(N)(=O)=O)cc2)C(=O)C(=O)N1c1ccccc1 (centres undefined)
→ 1.7	-1	i	-1	-13	0	-4	9	2
CCc1nnc(NS(=O)(=O)c2ccc(NS(=O)(=O)c3ccccc3[N+](=O)[O-])cc2)s1
→ -0.6	-1	i	1	-4	-1	-7	15	-4

Quoted from the listing:
Result for CC(=O)Nc1cccc(OCC(=O)NC(C)C(C)C)c1 (centres undefined) in MT1-MMP act inh: 0
Result for CC(C(O)c1ccc(O)cc1)N1CCC(Cc2ccccc2)CC1 (centres undefined) in bovine MsrA act: -3&-6&-1

Next section:
Screens in order: MsrA inhibitor	Rin1-Abl PPI inh	Rpn11 inh	MT1-MMP act inh	E coli Lon inh	bovine MsrA act	FAS TE block	MLLE-PAM2 inh	CSN deneddyl inh
CCCc1nnc(SCC(=O)NC2CC2)n1CC
→ 0.5	0	i	1	-5	-1	-4	-15	-4
O=C(NCc1ccccc1Cl)C1CCCN(S(=O)(=O)c2cccc3nsnc23)C1 (centres undefined)
→ 2.3	-1	i	1	4	-10	0	10	2
Cc1cc(NC(=O)Cn2c(=O)c3c(ncn3CC(C)C)n(Cc3ccccc3)c2=O)no1
→ 0.8	4	i	-1	-7	0	-1	-4	3
Clc1ccc(Oc2cnns2)cc1Cl
→ -0.4	5	i	-6	4	-1	-1	7	3
Cc1cc(C(=O)OCC(=O)NCc2ccc(F)cc2)c2ccccc2n1
→ 0.8	-1	i	5	6	-3	1	-9	2
CC(NC(=O)C1CCN(C(=O)c2ccc(F)cc2)CC1)c1ccc(S(N)(=O)=O)cc1 (centres undefined)
→ 0.3	-1	i	-5	-16	-2	-6	3	2
Oc1c(/C=N/c2ncn[nH]2)ccc2ccccc12
→ 0.2	2	i	1	-1	0	-17	8	3
CC(O)(c1cccnc1)c1nc(-c2cccc3cccnc23)cs1 (centres undefined)
→ 1.0	3	i	-5	-10	-7	-11	-21	5
O=C(N/N=C/c1ccncc1)c1sc2ccccc2c1Cl
→ 0.8	-3	i	-1	-5	-2	0	-3	3
CC1(C)Cc2c(sc(NC(=O)c3ccc(C(=O)c4ccccc4)cc3)c2C(N)=O)C(C)(C)N1
→ 0.9	-5	i	1	-7	-5	16	-1	-3
COc1cc(OC)nc(NC(=O)NS(=O)(=O)c2ccc(F)cc2)n1
→ -0.3	-1	i	-1	-4	-3	-2	-15	0
Cc1ccc(C)c(C(C)NC(=O)c2ccccc2Br)c1 (centres undefined)
→ 1.5	2	i	-9	-9	-7	0	3	6

No enrichment for hits; any-hit rate near 3.7%.
